Assay outcomes as filed in PubChem.
M1 ag = agonists of human M1 muscarinic receptor. P11229. CHO-K1 hM1, Fluo-8 calcium fluorescence, agonist mode; 0% DMSO, 100% acetylcholine EC100. activation, % at 3 µM. actives 0.33% (n = 360,000);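 active = activation above the run's mean compound activation plus 3 SD, cut at about 16% in these data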;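 also: peak over basal fluorescence ratio within a 140 s kinetic read after compound addition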
TAAR1 ag = agonists of human TAAR1 | Q96RJ0 | CHO RD-HGA16 TAAR1, Fluo-8 calcium fluorescence; vehicle wells 0%, saturating PEA agonist 100% | activation, % at 3 µM | actives 0.99% (n = 360,000);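 active = activation above the mean activation of all test compounds in the run plus 3 SD, cut at about 38% in these data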
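System: CHO RD-HGA16 cells carrying human TAAR1 plus Gα16; Incubation: 17-24 h seeding, 75 min 37 °C dye, 30 min RT; Measured by: Fluo-8 fluorescence, 5 s baseline then 140 s kinetic read; Control set: DMSO and PEA EC100; Replication: single well for each compound.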
CHO parental Ca = counter-screen for OX1R antagonists: effect in parental CHO cells; inhibition, % at 5.6 µM; AID 463079; parental CHO-K1, ATP-induced calcium, Fluo-8 fluorescence; actives 0.63% (n = 330,000);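 active = inhibition above that plate's mean sample inhibition plus 3 SD, cut at about 26% in these data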;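 also: 0% = ATP-challenged DMSO wells and 100% = DMSO wells without ATP; some compounds past the cut are filed as inactive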
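Test system: parental CHO cells; detection: calcium-sensitive Fluo-8 fluorescence; evaluation: percent inhibition of calcium signal; also added: ATP as calcium-mobilizing challenge; repeats: one well per compound; control set: ATP-challenged DMSO wells low, unchallenged DMSO wells high; compound: single nominal dose of 5.6 µM per compound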
CHO-K1 Ca antag = counter-screen for M1 antagonists: effect in parental CHO-K1 cells; inhibition, % at 3 µM; ATP-induced calcium, Fluo-8 fluorescence; actives 0.6% (n = 360,000);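 active = inhibition above a per-plate cutoff, the plate's mean sample inhibition plus 3 SD, cut at about 24% in these data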;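 also: 0% = DMSO plus EC80 ATP and 100% = DMSO alone without ATP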
OXTR potentiate = potentiators of human oxytocin receptor | CHO-OTR cells, Fluo-8 calcium fluorescence, potentiator mode; 0% = oxytocin EC15, 100% = EC100 | activation, % at 3 µM | actives 0.061% (n = 320,000) | AID 2445;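 active = activation above that plate's cutoff, the mean activation of tested compounds plus 3 SD, cut at about 6.6% in these data, passing the limit was not always enough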;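 also: 100% uses oxytocin at 75 nM as the full agonist control; some results filed as inactive read as strong as hits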
Target sequence (P30559 whole entry, looked up): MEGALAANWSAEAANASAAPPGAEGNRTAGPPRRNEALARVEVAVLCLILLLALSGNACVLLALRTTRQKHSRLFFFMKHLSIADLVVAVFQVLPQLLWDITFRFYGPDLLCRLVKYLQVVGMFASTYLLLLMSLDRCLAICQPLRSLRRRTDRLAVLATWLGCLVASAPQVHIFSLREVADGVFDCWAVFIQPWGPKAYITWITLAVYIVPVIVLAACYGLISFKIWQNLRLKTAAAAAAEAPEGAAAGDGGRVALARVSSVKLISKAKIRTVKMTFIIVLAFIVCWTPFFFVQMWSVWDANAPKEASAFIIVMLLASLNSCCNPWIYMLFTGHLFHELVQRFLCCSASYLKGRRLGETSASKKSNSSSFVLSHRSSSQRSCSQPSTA
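test system = CHO-OTR cells, human receptor | compound = single-point 3.0 µM | schedule = 6 min compound pre-incubation at room temperature, 100 s kinetic read | signal = Fluo-8 no-wash calcium dye fluorescence, excitation 470-495 nm, emission 515-575 nm | repeats = single well per compound, singlicate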
TAAR1 antagonist = antagonists of human TAAR1; Q96RJ0; CHO RD-HGA16 TAAR1, Fluo-8 calcium fluorescence, antagonist; inhibition, % at 3 µM; actives 1.5% (n = 360,000); AID 624466;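 active = inhibition above a per-plate cutoff, the mean inhibition of test compounds on that plate plus 3 SD, cut at about 49% in these data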;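 also: 0% = DMSO plus EC80 beta-PEA response and 100% = DMSO alone without agonist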
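Test system: RD-HGA16 CHO cells with stable hTAAR1 and Gα16 / Probe or stimulus: EC80 β-phenethylamine stimulus / Times: seeding 17-24 h prior, 75-min 37 °C, 30-min RT dye loading / Detection: Fluo-8 calcium-sensitive fluorescence / Read-out basis: % inhibition scaled between DMSO and EC80 PEA controls / Repeats: singlicate, one well per test compound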
M1 ag parental = counter-screen for M1 agonists: effect in parental CHO-K1 cells; Fluo-8 calcium fluorescence; scaled to maximal ATP response, vehicle zero; activation, % at 3 µM; actives 0.48% (n = 360,000); in the data active = activation above about 15%;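 also: untransfected CHO-K1 host cells lacking M1 receptor as counterscreen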
CHO-K1 Ca PAM = nonselective activator or artifact in parental CHO-K1 calcium assay; ATP EC20, Fluo-8 calcium fluorescence; 0% at ATP EC20, 100% at ATP max; activation, % at 3 µM; actives 0.02% (n = 360,000);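 active = activation above the run cutoff, the mean activation of all test compounds plus 3 SD, cut at about 40% in these data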;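 also: peak over basal fluorescence ratio in a 140 s read after ATP addition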
V1aR counter = V1a receptor agonism, counter-screen for OXTR agonists | actives 0.25% (n = 320,000) | AID 2797 | P37288 | CHO-V1R cells, Fluo-8 calcium fluorescence, agonist mode; 0% DMSO, 100% 3 nM vasopressin | activation, % at 3 µM;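 active = activation above the mean activation of all tested compounds plus 3 SD, per screening run, cut at about 20% in these data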;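 also: signal is peak over basal fluorescence ratio across a 100 second FLIPR read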
Target sequence (P37288 whole entry, looked up): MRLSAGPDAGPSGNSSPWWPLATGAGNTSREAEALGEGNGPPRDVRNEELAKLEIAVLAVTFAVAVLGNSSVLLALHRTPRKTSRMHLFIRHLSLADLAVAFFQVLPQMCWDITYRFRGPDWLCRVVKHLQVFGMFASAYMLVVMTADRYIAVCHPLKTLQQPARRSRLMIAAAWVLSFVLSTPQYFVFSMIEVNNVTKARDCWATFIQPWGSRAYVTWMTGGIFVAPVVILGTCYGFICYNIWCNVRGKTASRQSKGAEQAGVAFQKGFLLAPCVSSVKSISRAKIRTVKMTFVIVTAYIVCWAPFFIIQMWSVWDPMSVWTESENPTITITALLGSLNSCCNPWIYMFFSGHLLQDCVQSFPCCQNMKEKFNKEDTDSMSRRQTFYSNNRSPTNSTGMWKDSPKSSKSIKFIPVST
* marks the source's active call; other numbers are inactive results; . = no result given.

SMILES	M1 ag	TAAR1 ag	CHO parental Ca	CHO-K1 Ca antag	OXTR potentiate	TAAR1 antagonist	M1 ag parental	CHO-K1 Ca PAM	V1aR counter
CCOC(=O)NN1C(=O)c2ccccc2NC1c1ccc(OC)c(OC)c1 (configuration not stated)	-4	15	-10	-10	-12	-6	6.3	17	0.1
CCn1c(SCC(=O)Nc2ccc(N(C)C)cc2)nnc1-c1cccc(C)c1	-3	2	-27	-16	-7	-23	0.1	13	-0.3
COc1ccc(C(CNS(=O)(=O)c2ccc(F)cc2)N2CCN(C)CC2)cc1 (configuration not stated)	-2	2	-22	-1	-8	-5	0.7	18	-0.2
CC1O[C@@H](O[C@H](C)CC[C@@H](C)O)C(O)C[C@H]1O (some centres not stated)	0	9	-3	1	5	8	0.6	1	1.1
CN(C)C(CNC(=O)c1cc(S(=O)(=O)N2CCOCC2)ccc1F)c1cccs1 (configuration not stated)	-8	3	-22	0	-6	6	0.8	-18	3.9
CC1=CCC2C(=O)N(c3ccc(Br)cc3C)C(=O)C2C1 (configuration not stated)	-4	2	-19	-5	-14	14	0.3	-7	-0.7
O=C(NC(=S)N1CCN(C/C=C/c2ccccc2)CC1)c1cccnc1	-2	1	-20	15	-8	-4	3.4	-26	0.6
Cc1ccc(S(=O)(=O)N[C@H](C(=O)OCC(=O)NC(=O)NCc2ccco2)C(C)C)cc1	-1	1	-18	-13	-8	-3	0.8	16	2.2
CCOC(=O)C1CCN(c2c(NCCN(CC)c3ccccc3)c(=O)c2=O)CC1	-4	2	-14	-20	-22	-9	2.0	18	1.2
CN(C(=O)COC(=O)c1ccccc1NCCO)C1CCS(=O)(=O)C1 (configuration not stated)	-2	0	-3	4	3	0	1.3	-6	0.4
CCn1nc(C)cc1C(=O)N1CCCC(N2CCN(Cc3ccc4c(c3)OCO4)CC2)C1 (configuration not stated)	-14	-1	-9	-10	-5	-17	0.8	11	2.0
COc1ccc(-c2coc3cc(OC(C)=O)ccc3c2=S)cc1	-2	1	.	-10	.	12	0.3	-2	.
Cc1cc(N2CCN(c3cccc(C(F)(F)F)c3)CC2)n2nc(C)nc2n1	-1	8	-16	10	2	-20	-0.1	7	-1.1
COc1cccc(-c2oc3c(c2C#CCCO)C(O)CCC3)c1 (configuration not stated)	.	0	.	-6	.	1	0.3	-7	.
COC(=O)[C@@H]1CCCN1C(=O)c1ccc(OC2CCN(Cc3ccccn3)CC2)cc1	-4	1	-5	-13	-4	-6	-0.3	-10	-0.1
CCOc1cccc(OCCOCCOc2ccccc2C(C)=O)c1	-10	1	-10	-10	-12	-4	1.5	15	1.1
CNc1ncnc2c1ncn2[C@@H]1O[C@H](CO)[C@@H](O)[C@H]1O	0	0	-2	-5	-1	-3	0.1	6	0.9
CC(=O)N1CCN(C(=O)c2ccc(Cl)c(NC(=O)c3cccs3)c2)CC1	0	0	-22	1	-5	-30	0.4	-3	-0.1
COc1ccc(/C=N/NC(=O)Nc2nonc2N)cc1	-2	12	-6	16	0	-6	0.0	-6	0.3
COc1ccc(C2c3ccsc3CCN2C(=O)C(C)(C)C)cc1 (configuration not stated)	-8	-2	-26	-13	-2	-39	0.7	15	-2.0
C=CCN1CCN(c2ccncc2S(=O)(=O)N2CCOCC2)CC1	-6	8	4	-4	-12	-3	-0.1	-5	-0.9
O=C(CC1c2ccccc2C=C(c2ccsc2)N1c1ccc(-c2cccnc2)cc1)C1CC1 (configuration not stated)	.	2	.	-25	.	-22	1.1	20	.
Cc1cc(S(=O)(=O)Nc2ccc(C(=O)NCC3(N(C)C)CCCCC3)cc2)ccc1F	-8	3	-22	7	-15	-4	0.7	1	0.8
C=CCc1ccc2oc(C(=O)OCC)cc(=O)c2c1O	-1	6	-5	-11	1	-13	7.1	22	1.1
CCC(=O)Nc1nnc(-c2cccs2)s1	-3	6	-3	9	-2	-1	-0.4	-9	0.8

(more compounds)
SMILES	M1 ag	TAAR1 ag	CHO parental Ca	CHO-K1 Ca antag	OXTR potentiate	TAAR1 antagonist	M1 ag parental	CHO-K1 Ca PAM	V1aR counter
O=C(O)CC1(CC(=O)N2CCOCC2)CCCC1	-4	-3	8	2	5	13	0.8	7	-0.5
CCC(CC)CN1C(N(C)C)=NC[C@@H]1CC(C)C	-12	8	-13	-10	-5	-8	0.0	10	-0.5
Nc1cccn2c(-c3ccc(Cl)c(Cl)c3)cnc12	-6	2	2	-5	0	19	0.8	13	-0.1
Cc1ccc(C(=O)O/N=C/C2=C(Cl)c3ccccc3CC2)cc1	-2	10	3	-14	1	0	0.2	4	0.5
Cc1ccc(N2CC(C(=O)NCCCn3ccnc3)CC2=O)cc1 (configuration not stated)	-6	3	0	-6	1	-2	0.1	6	0.9
CCN(CC)C(=O)c1ccc(-c2ccccc2)cc1	-6	2	-6	2	-11	-8	0.3	-7	-1.1
COc1cccc(C(c2c(O)nc(SC)n(C)c2=O)c2c(O)nc(SC)n(C)c2=O)c1	-4	14	0	4	1	15	0.0	-3	0.3
CC(C)(C)c1ccc(-c2csc(NNC3=NCCCCC3)n2)cc1	-11	13	-18	-14	-4	2	0.5	2	-0.7
COc1ccc(N2CC(C)Cn3c2nc2c3c(=O)n(CCN3CCOCC3)c(=O)n2C)cc1 (configuration not stated)	-4	-5	-12	13	-3	-10	-0.4	-5	-1.0
CC(C)(C)C(=O)/C(=C/c1ccc(Cl)cc1)n1cncn1	-9	-1	.	-18	.	-13	1.7	11	.
CC(=O)Nc1ccc2cc3ccc(NC(C)=O)cc3nc2c1	-4	2	-3	-17	-18	-7	1.0	6	0.7
COc1cc(Br)c(Br)cc1N	0	3	4	8	-13	-15	0.9	-10	0.5
O=C(NCCCn1ccnc1)C(=O)NCC1OCCN1S(=O)(=O)c1ccccc1 (configuration not stated)	-10	3	-1	-7	-5	-3	0.5	17	2.3
Cc1ccccc1CC1(CO)CCCN(Cc2ccc(C#CC(C)(C)O)cc2)C1 (configuration not stated)	-12	5	-10	14	-2	-3	13	-2	2.7
CCCc1cc(=O)[nH]c(SCC(N)=O)n1	-5	5	12	-15	-7	-4	7.3	22	1.2
O=C(Nc1nc2ccccc2s1)C1=NN(c2ccccc2)C(=O)CC1	-7	4	-8	-8	-7	-10	2.8	19	0.1
CC(C)(C)NC(=O)C(c1ccccn1)N(C(=O)c1ccc2c(c1)OCCO2)C1CCCC1 (configuration not stated)	-5	11	-14	-9	1	-3	0.1	15	0.8
O=C(Oc1ccccc1)c1ccccc1C(=O)Oc1ccccc1	-6	-1	.	-2	.	-28	-0.2	13	.
Cc1nc(-c2noc(-c3cccc(Cl)c3)n2)c(C(F)(F)F)o1	-2	5	-8	-4	-4	-31	2.5	9	-0.2
NC(=O)COC(=O)c1c2c(nc3ccccc13)CCCCC2	0	1	-13	-4	-6	7	1.1	18	0.0
C/C(=N\NC(=O)CN(c1ccccc1Br)S(C)(=O)=O)c1cccs1	-4	9	-11	4	-8	4	0.5	6	4.7
COc1cc(/C=N/Nc2nc3ccccc3s2)ccc1O	-4	0	-16	2	-5	-4	-0.4	-13	-0.8
O=C(c1cccs1)N1CCN(S(=O)(=O)N2CCCCC2)CC1	-1	1	8	1	-10	10	0.0	9	0.8
O=C(CN1C(=O)c2ccccc2C1=O)Nc1ccccc1	0	1	-5	-9	-2	-10	0.9	25	0.6
O=C(/C=C/c1ccco1)NCC(=O)N/N=C/c1ccc(Cl)cc1	-9	21	-3	-4	2	0	-0.7	16	0.2

Continuation.
SMILES	M1 ag	TAAR1 ag	CHO parental Ca	CHO-K1 Ca antag	OXTR potentiate	TAAR1 antagonist	M1 ag parental	CHO-K1 Ca PAM	V1aR counter
COc1ccc(OC)c(CNC(=O)Cc2c(C(=O)O)[nH]c3ccc(Cl)cc23)c1	-12	2	-7	-10	2	-4	-0.2	8	0.3
O=C(O)CCCCCN1C(=O)C(O)=C(C(=O)/C=C/c2ccccc2)C1c1ccc2c(c1)OCO2 (configuration not stated)	-2	5	-1	-1	-16	-2	-0.6	11	0.5
O=C(COC(=O)[C@H](Cc1ccccc1)NC(=O)c1cccs1)NC1CC1	-4	2	-12	-6	-8	-16	-0.1	5	0.0
CCCCCCc1nc(C(N)=O)c2[nH]c(=O)n(-c3ccc(OCC)cc3)c2n1	0	.	-9	-4	-9	.	3.5	17	1.0
COc1ccccc1NC(=O)C1CC(=O)N(c2ccc(F)cc2)C1 (configuration not stated)	-2	4	1	12	-9	-7	0.3	12	1.0
COc1ccc(C(=O)OCC(=O)NC(=O)NC(C)C)cc1OC	2	2	7	-22	-8	17	2.2	19	-0.1
O=C(c1ccc(-c2ccccc2)cc1)N1CCN(c2ccccn2)CC1	-6	-1	-5	2	-7	3	1.2	-3	-1.3
C=CCn1c(SCc2ccc([N+](=O)[O-])cc2)nnc1C(C)NC(=O)c1ccccc1 (configuration not stated)	-6	1	-22	-10	-1	6	0.4	8	-1.1
Cc1[nH]n(-c2cccc([N+](=O)[O-])c2)c(=O)c1-c1ccccc1	-4	2	-24	-9	-12	11	3.1	20	2.6
Cc1ccc(NC(=S)NC2CCSc3ccccc32)cc1C (configuration not stated)	-5	1	11	14	-16	15	0.8	-9	3.5
O=C1CCC(c2ccc3c(c2)CCC3)=NN1	-4	0	-4	-2	0	1	0.4	17	1.1
O=C(C1CCCO1)N(c1cccc(Cl)c1)C1C=CS(=O)(=O)C1 (configuration not stated)	4	6	6	10	9	-4	-0.3	-10	0.6
CCOC(=O)c1c(C)nc2sc3c(=O)n(-c4ccc(C(C)=O)cc4)nnc3c2c1-c1ccc(Cl)cc1	-2	7	-22	-3	-3	-6	0.0	15	0.9

5 compounds drawn at random from those above, as already listed:
SMILES	M1 ag	TAAR1 ag	CHO parental Ca	CHO-K1 Ca antag	OXTR potentiate	TAAR1 antagonist	M1 ag parental	CHO-K1 Ca PAM	V1aR counter
Cc1ccccc1CC1(CO)CCCN(Cc2ccc(C#CC(C)(C)O)cc2)C1 (configuration not stated)	-12	5	-10	14	-2	-3	13	-2	2.7
CCC(CC)CN1C(N(C)C)=NC[C@@H]1CC(C)C	-12	8	-13	-10	-5	-8	0.0	10	-0.5
CCN(CC)C(=O)c1ccc(-c2ccccc2)cc1	-6	2	-6	2	-11	-8	0.3	-7	-1.1
Cc1ccc(S(=O)(=O)N[C@H](C(=O)OCC(=O)NC(=O)NCc2ccco2)C(C)C)cc1	-1	1	-18	-13	-8	-3	0.8	16	2.2
COc1cccc(C(c2c(O)nc(SC)n(C)c2=O)c2c(O)nc(SC)n(C)c2=O)c1	-4	14	0	4	1	15	0.0	-3	0.3
